Screens from PubChem.
MEKK3 PB1 HTS = modulators of MEKK3-MEK5 PB1 binding, primary screen, biochemical, wildtype MEKK3, multiplex bead flow cytometry, Alexa488-MEK5; Mitogen-activated protein kinase kinase kinase 3 (Homo sapiens), Q99759; bead-based flow cytometry, Alexa488-MEK5 binding to MEKK3; actives lie on both sides; 0 = blocked by unlabeled MEK5, 100 = vehicle; binding response (% of control), % at 10 µM; hit rate 1.4% among 290,000; AID 1529, 2009;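 active means binding response more than 3 SD above or below the average of its plate-row segment, actives on both sides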;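 further: Alexa488 bead fluorescence after subtracting the streptavidin-only scavenger bead signal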
VIM-2 inh = VIM-2 metallo-beta-lactamase inhibitors, primary screen, biochemical, epi-absorbance readout, Pseudomonas aeruginosa enzyme; inhibition, % at 5.6 µM; AID 1527, 2009; purified VIM-2, nitrocefin hydrolysis, epi-absorbance fluorescence; hit rate 0.89% among 290,000;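 active means inhibition above the mean of all tested compounds plus 3 SD, cutoff set per screening run, cut at about 7.5% in these data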;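 further: red hydrolysis product quenches plate fluorescence so inhibitors raise well fluorescence; 0% = enzyme with DMSO and 100% = DMSO without enzyme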
FID counter = compounds displacing fluorescent DNA intercalator, primary screen, artefact control for HCV NS3 helicase inhibitor project, biochemical, FID fluorescence. DNA fluorescent intercalator displacement. inhibition, % at 7.9 µM. hit rate 0.17% among 290,000; in the data active means inhibition above about 37%;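 further: 0% = vehicle and 100% = reference compound; higher means more ethidium bromide displaced from hairpin DNA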
pCIP destab = p/CIP-EGFP fusion destabilizers, primary screen, fluorescence, F442A cells; Q05BA5; 16 h; decrease of EGFP signal, % at 10 µM; hit rate 0.01% among 290,000; AID 1984, 2009;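 active means EGFP signal decrease of at least 30% at 10 µM or well 3 SD below plate mean, unless failing retest; inactive means the rest, including hits failing retest or dose response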; further: some compounds called inactive have numbers as strong as hits; many of its hits are not listed in these tables
IDE act = human IDE activators in live cells, primary screen, fluorescence polarization, HEK cells, FAbeta-B substrate; activation, % at 5.96 µM; FAbeta-B cleavage; 0% vehicle, 100% cell-free pure enzyme wells; hit rate 0.073% among 340,000; AID 493087, 2011; Insulin-degrading enzyme (Homo sapiens), P14735;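 active means activation above the mean of all tested compounds plus 3 SD, set per screening campaign, cut at about 17% in these data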
Target sequence (P14735 whole entry, looked up): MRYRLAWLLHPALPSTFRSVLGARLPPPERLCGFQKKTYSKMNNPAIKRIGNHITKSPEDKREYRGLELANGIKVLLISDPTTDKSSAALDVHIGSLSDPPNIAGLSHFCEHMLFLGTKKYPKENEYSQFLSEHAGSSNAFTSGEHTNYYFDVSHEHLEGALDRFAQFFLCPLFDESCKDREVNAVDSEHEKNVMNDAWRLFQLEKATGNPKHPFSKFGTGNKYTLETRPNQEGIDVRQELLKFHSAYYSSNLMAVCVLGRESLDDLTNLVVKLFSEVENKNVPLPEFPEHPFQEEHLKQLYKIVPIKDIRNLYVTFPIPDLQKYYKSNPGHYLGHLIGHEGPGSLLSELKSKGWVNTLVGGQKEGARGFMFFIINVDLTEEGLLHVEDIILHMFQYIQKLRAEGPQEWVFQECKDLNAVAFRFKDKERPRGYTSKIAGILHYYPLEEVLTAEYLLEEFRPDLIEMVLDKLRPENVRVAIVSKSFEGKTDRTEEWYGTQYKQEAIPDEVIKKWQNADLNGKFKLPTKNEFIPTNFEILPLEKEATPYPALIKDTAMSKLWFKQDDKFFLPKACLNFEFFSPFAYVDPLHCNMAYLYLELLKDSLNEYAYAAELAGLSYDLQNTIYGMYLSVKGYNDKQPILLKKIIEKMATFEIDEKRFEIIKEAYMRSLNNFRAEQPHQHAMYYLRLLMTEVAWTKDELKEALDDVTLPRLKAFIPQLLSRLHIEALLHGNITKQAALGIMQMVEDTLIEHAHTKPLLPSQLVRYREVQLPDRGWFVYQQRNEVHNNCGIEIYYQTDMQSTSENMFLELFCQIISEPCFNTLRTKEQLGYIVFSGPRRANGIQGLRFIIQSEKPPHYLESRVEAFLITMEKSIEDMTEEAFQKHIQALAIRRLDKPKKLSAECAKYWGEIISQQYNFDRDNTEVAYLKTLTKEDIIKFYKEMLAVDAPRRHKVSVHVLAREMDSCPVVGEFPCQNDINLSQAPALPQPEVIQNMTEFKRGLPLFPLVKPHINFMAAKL
IMP-1 inhibitor = IMP-1 metallo-beta-lactamase inhibitors, primary screen, biochemical, epi-absorbance readout, Pseudomonas aeruginosa enzyme; metallo-beta-lactamase IMP-1 (Pseudomonas aeruginosa); purified IMP-1, nitrocefin hydrolysis, epi-absorbance fluorescence; inhibition, % at 5.6 µM; hit rate 0.45% among 290,000; AID 1556, 2009;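 active means inhibition above the mean plus 3 SD of all compounds in the same screening run, cut at about 4.5% in these data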;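 further: 0% = IMP-1 with DMSO and 100% = DMSO wells lacking enzyme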
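System: purified recombinant IMP-1 beta-lactamase. Medium: Zinc- and detergent-supplemented HEPES buffer, pH 7.1. Compound: one 5.6 µM dose […]. Schedule: 15 min preincubation plus 25 min reaction at 25 °C. Technique: Epi-absorbance fluorescence, 480 nm excitation, 530 nm emission.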
HCV NS3 hel inh = inhibitors of HCV NS3 helicase, primary screen, biochemical, Cy5 molecular beacon fluorescence. AID 1800, 2009. inhibition, % at 10.9 µM. NS3 helicase DNA unwinding. hit rate 0.56% among 290,000. Hepatitis C virus NS3 helicase;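 active means inhibition above the mean of all tested compounds plus 3 SD, set per campaign, cut at about 35% in these data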;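 further: 0% = DMSO wells and 100% = thioflavine S control wells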
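Material: hepatitis C virus NS3 helicase domain fragment enzyme; measured by: Cy5 fluorescence, 0 and 60 min reads; control set: DMSO and thioflavine S; incubation: 60 min unwinding reaction at 25 °C after ATP addition; read-out basis: % inhibition from 60/0 min fluorescence ratio, DMSO 0%, thioflavine S 100%; repeats: singlicate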
SUMO HTRF inh = inhibitors of in vitro SUMOylation cascade, primary screen, biochemical, HTRF, uHTS; SUMO-conjugating enzyme UBC9 (Homo sapiens), P63279; HTRF SUMOylation assay, SAE1/SAE2 + UBC9; inhibition, % at 35 µM; hit rate 0.36% among 290,000; in the data active means inhibition above about 50%, passing the limit was not always enough; further: strong numbers were not always called active
PHOSPHO1 inh = PubChem AID 1565. Phosphoethanolamine/phosphocholine phosphatase (Homo sapiens), Q8TCT1. recombinant PHOSPHO1, absorbance phosphatase assay. inhibition, % at 13.3 µM. hit rate 1.1% among 290,000; in the data active means inhibition above about 60%
* = called active by the depositor; nt = not tested or not shown; & = joins results of further samples. The list is partial (hit frequency here may not be typical).

compound,MEKK3 PB1 HTS,VIM-2 inh,FID counter,pCIP destab,IDE act,IMP-1 inhibitor,HCV NS3 hel inh,SUMO HTRF inh,PHOSPHO1 inh
Cn1c(N2CCOCC2)c(/C=N/O)c2ccccc21,83,4.3,6,10,4,-0.8,-21,10,26
Cc1oc(C(C)(C)C)cc1C(=O)Nc1cccc(C(=O)O)c1,100,-1.4,-11,-6,1,0.5,9,12,2
O=C(O)c1cc(S(=O)(=O)Nc2ccc(OCc3ccccc3)cc2)ccc1Br,103,-1.2,-4,2,-4,-3.0,-14,-5,16
O=C(NCCc1ccccn1)c1cccc(S(=O)(=O)N2CCCCCC2)c1,92,-2.5,-22,-39,-2,-4.7,6,14,-3
NS(=O)(=O)c1ccc(NC(=O)c2cc(-c3cccs3)nc3ccccc23)cc1,123,-0.5,2,-3,-2,-3.0,0,1,6
Cc1ccc(-n2c(-c3ccc(Cl)cc3Cl)n[nH]c2=S)cc1,99,0.7,-19,-6,-12,-0.5,13,5,-94
CN(CC(=O)Nc1ccc(F)cc1Cl)Cc1cccs1,102,-0.4,-19,1,0,-1.7,-7,-10,-2
COc1ccc(CCNCC(C)c2ccccc2)cc1 (stereo unspecified),98,2.4,2,-2,-3,-0.4,-9,0,14
O=C(Nc1nnc(-c2ccc(Cl)cc2)o1)c1ccc(N2C(=O)CCC2=O)cc1,101,1.4,-1,2,7,-2.8,12,8,11
O=C(N=c1ccn(-c2nc3ccccc3nc2NS(=O)(=O)c2ccc(Cl)cc2)cc1)c1ccccc1Cl,89,-2.8,-1,-12,nt,-2.9,2,47,28
Cc1cccc(NC(=S)NCc2ccco2)c1C,93,-3.4,0,5,-4,0.6,2,2,-3
O=[N+]([O-])c1cc(S(=O)(=O)Nc2cccc(Cl)c2)ccc1N=Nc1c(O)[nH]c2ccccc12,98,-2.0,0,-39,1,-2.8,1,68*,38
CCOC(=O)c1ccc(NC(=O)COC)cc1,105,-3.3,-3,3,1,-3.4,-9,-2,28
O=c1c2c3c(sc2n(CCN2CCOCC2)c(=O)n1Cc1ccco1)CCCCC3,89,-1.7,-19,-11,3,-1.6,8,-8,5
COc1cc(NC(=O)CN2CCN(c3ccccc3F)CC2)cc(OC)c1,104,2.2,-14,-7,3,0.0,-11,7,-18
O=C(NCc1ccccc1)C1CCCN(c2ncnc3c2nc2n3CCCCC2)C1 (stereo unspecified),93,2.0,-55,-3,1,-0.8,16,-12,17
Cc1ccc(OC(=O)c2cccc(S(=O)(=O)N3CCN(C)CC3)c2)c(Br)c1,99,-0.5,13,13,1,0.1,-50,4,37
COc1ccc(C(=O)NCC(=O)OCC(=O)N2CCN(S(=O)(=O)c3ccccc3)CC2)cc1,96,-1.4,-16,-1,9,-1.0,7,-4,2
Cc1nc2c3cc(Cl)ccc3n(CCN3CCCCC3)c2s1,102,4.9,39*,-26,1,5.1*,4,6,17
COc1ccc(CN(C(=O)c2ccccc2Br)C2CCS(=O)(=O)C2)cc1 (stereo unspecified),97,-1.9,-26,0,1,-4.2,6,-1,23
CCOc1ccc(/C=N/NC(=O)Nc2ccccc2)cc1,98,-1.6,-8,-5,-7,0.3,-4,26,-17
CC1CC(C)(C)NC(=S)N1CCCC(=O)Nc1ccc(Br)cc1 (stereo unspecified),99,-4.1,-16,1,4,-4.9,4,7,-7
CCOC(=O)N1CCN(CCC(=O)Nc2cccc(Br)c2)CC1,95&100,-1.4&-1.7,8&-7,-5&8,2&2,-1.9&-1.7,-4&-11,17&9,18&-7
O=C(/C=N/O)Nc1ccc2sc3ccccc3c2c1,87,-0.8,8,0,0,0.6,-14,12,42
Cc1cccc(C)c1N=Nc1c(C)cc(O)cc1C,105,-2.9,9,2,8,-3.3,-4,1,34
COc1cc(C)c(Cl)c(C)c1S(=O)(=O)NC1CC(C)(C)NC(C)(C)C1,100,-1.3,21,9,-1,-1.2,-5,-2,-19
CC(/C=N/n1c(-c2ccc(Cl)cc2)n[nH]c1=S)=C\c1ccco1,101,-3.2,-8,-12,-11,-3.0,19,13,-25
O=C(O)c1ccc(Cl)c(S(=O)(=O)NCC2CCCO2)c1 (stereo unspecified),102,-6.6,-1,-7,1,-4.1,2,0,-2
CC(=O)C1=C(O)C(=O)N(c2ccc(Br)cn2)C1c1ccc(F)cc1 (stereo unspecified),74,0.9,-3,4,3,-1.8,3,10,-14
CSc1nc2cc(Cl)ccc2s1,99,-1.1,2,-8,1,-0.8,3,20,11

Random excerpt: two records from the list, in no set order.
compound,MEKK3 PB1 HTS,VIM-2 inh,FID counter,pCIP destab,IDE act,IMP-1 inhibitor,HCV NS3 hel inh,SUMO HTRF inh,PHOSPHO1 inh
Cc1oc(C(C)(C)C)cc1C(=O)Nc1cccc(C(=O)O)c1,100,-1.4,-11,-6,1,0.5,9,12,2
CC1CC(C)(C)NC(=S)N1CCCC(=O)Nc1ccc(Br)cc1 (stereo unspecified),99,-4.1,-16,1,4,-4.9,4,7,-7

Next part
compound,MEKK3 PB1 HTS,VIM-2 inh,FID counter,pCIP destab,IDE act,IMP-1 inhibitor,HCV NS3 hel inh,SUMO HTRF inh,PHOSPHO1 inh
O=C(Nc1ccc2c(c1)OCO2)c1ccc2nc[nH]c2c1,106,-2.3,-1,8,-2,1.3,-1,14,13
COc1cccc(/C=N/NC(=O)c2cc3cc([N+](=O)[O-])ccc3s2)c1O,78,-0.3,4,-1,4,-1.0,8,-4,83*
CCNC(=S)N1CCc2cc(OC)c(OC)cc2C1COc1ccc(F)cc1 (stereo unspecified),124,-6.0,-15,-5,-3,-4.4,-12,-4,4
O=C(CN1CCN(Cc2ccccc2)CC1)Nc1ccccc1-c1ccccc1,118,0.0,-2,-13,3,-0.1,-16,4,-34
O=C(Oc1ccc(Cl)cc1)c1ccc2nccnc2c1,105,2.9,2,3,-1,3.4,10,14,0
COc1cc(S(=O)(=O)NCCOC23CC4CC(CC(C4)C2)C3)c(OC)cc1Cl,112,-0.2,-7,-7,7,-0.3,-7,-16,-8
COc1ccc(NC(=O)NNC(=O)COc2ccc3ccccc3c2)cc1OC,98,-5.4,-22,-6,-1,-1.3,0,6,31
CCC(CCC(=O)Nc1nncs1)C(=O)O (stereo unspecified),97,-1.0,-3,-9,nt,-6.8,2,17,17
O=C(CCCN1C(=O)/C(=C/c2ccc(F)cc2)SC1=S)NC1CCS(=O)(=O)C1 (stereo unspecified),103,-1.2,-47,12,2,-1.2,-7,1,-9
CCCNC(=O)CNC(=S)N(Cc1ccccc1F)C1CCCCC1,117,-3.0,-31,-9,-3,-2.6,4,-2,32
COc1ccc(-n2c(SCC(=O)NCc3ccco3)nc3sc4c(c3c2=O)CCN(C)C4)cc1,101,-0.7,-28,2,-3,-1.6,13,10,40
CCN(CC)C1CCN(c2nc3nonc3nc2NCCOC)C1 (stereo unspecified),105,-2.5,3,6,-1,-2.8,-1,10,10
O=C(CSc1nccn1Cc1ccco1)Nc1cccc(F)c1,100,-0.2,-8,-7,2,-2.1,-1,23,24
CC(C)CCN(N=O)[C@@H](Cc1ccccc1)CN(N=O)[C@@H](Cc1ccccc1)CN(C)N=O,105,-0.7,-9,-9,5,-2.0,-6,-23,-3
COCCCNc1nc2c([nH]1)c(=O)[nH]c(=O)n2C,77,-3.6,-3,10,1,-3.9,4,-19,-3
CCCN1C(=O)/C(=C\c2ccncc2)SC1=Nc1ccccc1,89,0.3,-14,-8,0,-0.9,-9,7,-24
CCS(=O)(=O)N1CCN(C(=O)c2cc(OC)cc(OC)c2)CC1,101,-2.7,-1,-6,3,-2.6,-3,-2,44
COc1cccc(NC(=O)CNC(=O)c2ccc([N+](=O)[O-])cc2)c1,88,-1.1,-1,1,-3,-2.9,-12,-24,24
CCc1nnc(NC(=O)Cc2ccc(OCc3c(C)noc3C)cc2)s1,104,0.4,-23,-2,8,-1.5,2,5,-8
CC(=O)N1c2c(cc(Br)cc2S(=O)(=O)N2CCN(c3ccccn3)CC2)CC1C (stereo unspecified),96,-3.6,-28,-11,5,-4.5,-5,15,19
O=C(CC12CC3CC(CC(Br)(C3)C1)C2)NC1CCCC1,100,-2.8,-18,2,6,-3.5,2,-3,8
Cc1c(Cl)cccc1NC(=O)CSc1nnc(C)n1-c1ccccc1,93,-4.1,-19,1,5,-3.5,-2,0,-6
CN(Cc1ccco1)C(=O)Cn1nc(-c2ccc(Cl)cc2)ccc1=O,102,-4.2,-22,2,4,-2.6,0,3,-27
O=C(O)c1cc(S(=O)(=O)NCC2CCCO2)ccc1Cl (stereo unspecified),97,1.7,3,-2,7,2.0,2,-8,-28
CCN(CC)CCNCc1cc(Cl)c(OCC(=O)Nc2ccccc2)c(OC)c1,101,2.4,31,-2,0,-1.9,-22,4,47
CN1CCN(C2=NC(=O)/C(=C/c3cn[nH]c3-c3ccccc3)S2)CC1,103,1.1,-4,3,3,-1.2,2,4,28
CCCN(S(=O)(=O)c1ccccc1F)S(=O)(=O)c1ccccc1Br,98,-3.6,-15,-10,1,-0.5,-6,7,36
CN(C)S(=O)(=O)c1cccc(COC(=O)C2=COCCO2)c1,107,-2.8,-3,-21,-2,-2.5,-6,16,-8
On1c(-c2ccccc2)nc2ccc(Cl)cc21,99,-5.1,-1,3,8,5.2*,-3,-8,2
CC(C)CNC(=O)CSc1nc(-c2cccs2)cc(C(F)(F)F)n1,100,0.0,1,-10,0,-0.8,-9,-12,14
COc1ccc(S(=O)(=O)N2CCCC(C(=O)NCCc3ccccc3)C2)cc1 (stereo unspecified),102,-3.1,-34,-2,1,-1.3,0,-7,31
COc1ccc(C2=NOC(C(=O)NCc3ccco3)C2)cc1OC (stereo unspecified),101,-2.6,-1,-2,0,-2.9,-6,22,22
Cc1cc(C)cc(NC(=O)CCn2ccnc2C)c1,94,-2.1,8,-3,3,-3.6,6,5,5
CSc1nc(N(C)NC(=O)c2ccccc2)c2ccccc2n1,104,-0.4,-2,4,6,-2.2,0,-2,-3
CN(C)/C=C/C(=O)/C=C/c1ccc(Cl)cc1Cl,103,-1.0,-5,-6,-3,-1.9,6,3,-7
Cc1ccc(C(=O)NCc2ccccc2F)cc1S(=O)(=O)N1CCCC1,99,-1.0,-20,-11,0,-1.2,-2,-3,45
CC(C)CNC(=O)c1noc2c1CCCC2,110,-3.1,3,-5,5,-3.7,7,-6,-38
CCC(=O)N(Cc1ccccc1)c1ccccn1,103,-0.2,0,1,2,-0.7,-3,8,6
